# From PubChem BioAssay
# WRN inhibitor – WRN helicase (human) inhibition | WRN helicase unwinding, fluorescent forked duplex, kinetic | Potency, µM (highest dose often 114 µM), for inactives: at the top dose activity change, negative = inhibition, most hits filed as inhibitors | 360,000 tested, 0.46% active | AID 651768; note: potency is the fitted concentration of half-maximal effect; % is set by controls: 0 for no effect and ±100 for the full control effect; nearly all actives have a fitted effect of over 55% in size
#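 Kinetic red-fluorescence monitoring (525/598 nm) tracks WRN helicase activity after 100 nM fluorophore-quencher forked duplex and 2 mM ATP are added to 20 nM enzyme pretreated 15 min at room temperature with compound.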
# PI5P4K alpha inh – PI5P4K alpha (human) kinase inhibition; P48426; PI5P4Kalpha enzyme, ADP-Glo luminescence, 60 min; stronger effect = lower value; max response, %; 330,000 tested, 1.2% active; active = max response of -50% or lower; inconclusive = between -30% and -50%; inactive = -30% or higher; note: value at the top dose of about 77 µM; % is set by controls: 0 for no effect and ±100 for the full control effect
# Target sequence (P48426 whole entry, looked up): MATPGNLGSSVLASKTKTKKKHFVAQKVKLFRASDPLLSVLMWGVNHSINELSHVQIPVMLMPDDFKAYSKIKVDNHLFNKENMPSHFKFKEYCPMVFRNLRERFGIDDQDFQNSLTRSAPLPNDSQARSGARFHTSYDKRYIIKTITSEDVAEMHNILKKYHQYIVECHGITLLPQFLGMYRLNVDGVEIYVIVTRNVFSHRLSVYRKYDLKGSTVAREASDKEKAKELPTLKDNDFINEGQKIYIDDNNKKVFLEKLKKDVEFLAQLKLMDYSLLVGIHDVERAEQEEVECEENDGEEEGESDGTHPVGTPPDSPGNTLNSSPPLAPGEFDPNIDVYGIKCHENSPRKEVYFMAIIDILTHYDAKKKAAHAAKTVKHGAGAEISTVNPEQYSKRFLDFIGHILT
#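 Compounds were pin-transferred onto PI5P4Kalpha and substrate in HEPES pH 7.4 buffer with EGTA, CHAPS and 5% DMSO. ATP (5 microM final) started the reaction, which ran 60 minutes at room temperature before ADP-Glo detection.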
# CCT chaperon mod – cytosolic chaperonin activity modulation; 360,000 tested, 0.3% active; purified chaperonin ATPase assay, HTRF ADP detection, 30 min; activity change, % (no concentration beside the values), hits read low; AID 651819; in the data active = activity change below about -30%; note: % is set by controls: 0 for no effect and ±100 for the full control effect
#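 Nucleotide hydrolysis assay: TRiC at 20–40 nM final (set by batch activity) with 10 uM ATP, 30 min at 37 °C, in presence of 76 uM compound. Detection by competitive ADP HTRF, 30 min ambient.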
# EPAC2 agonist – agonists of human EPAC2 (RAPGEF4); EPAC2 activation, biochemical qHTS; response scale: 100% = 6.5 mM cAMP response; Potency, µM (titrated, usually from 154 µM), without a hit: top-dose activation, hits mostly activators; 360,000 tested, 0.079% active; AID 720711; note: potency is the fitted concentration of half-maximal effect; nearly all actives have a fitted effect of over 50% in size
#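 Each well held 100 nM EPAC2, 250 nM RAP1B-BODIPY-GDP and 50 uM GDP. Fluorescence, read at 5-min intervals to 30 min, was referenced to a 6.5 mM cAMP positive control.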
# EPAC1 antag – EPAC1 (human) antagonism; EPAC1 GEF assay, Rap1b-BODIPY-GDP exchange fluorescence; 360,000 tested, 0.14% active; Potency, µM (doses to about 115 µM), for the others: top-dose activity change, negative = inhibition, actives largely listed as inhibitors; O95398; AID 720709;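 note: potency is the fitted concentration of half-maximal effect; plate controls were vehicle for no effect and positive control for full effect; nearly all actives have a fitted effect of over 50% in size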
# EPAC1 ag – agonists of human EPAC1. O95398. EPAC1 agonist qHTS, biochemical assay; response scale: 100% = response to 6.5 mM cAMP. Potency, µM (top dose mostly 154 µM), inactives show at the highest dose activation, actives largely listed as activators. 360,000 tested, 0.073% active. AID 720707; note: potency is the fitted concentration of half-maximal effect; nearly all actives have a fitted effect of over 60% in size
#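 Normalized to 6.5 mM cAMP, activity reflects EPAC1-catalysed release of BODIPY-GDP from Rap1B, followed kinetically over 30 min at 480 nm excitation, 540 nm emission. Reaction contained 100 nM EPAC1, 250 nM Rap1B-BODIPY-GDP, 50 uM GDP.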
# PLK1 PBD inh – inhibitors of human PLK1 polo-box domain binding. Plk1 PBD binding of FITC phosphopeptide, fluorescence polarization. P53350. Potency, µM, for the others: max response, negative = inhibition, actives largely listed as inhibitors. 360,000 tested, 2.8% active; note: potency is the fitted concentration of half-maximal effect; series mostly up to about 57 µM; % is set by controls: 0 for no effect and ±100 for the full control effect; nearly all actives have a fitted effect of over 65% in size
# Target sequence (P53350 whole entry, looked up, the tested form may be a part): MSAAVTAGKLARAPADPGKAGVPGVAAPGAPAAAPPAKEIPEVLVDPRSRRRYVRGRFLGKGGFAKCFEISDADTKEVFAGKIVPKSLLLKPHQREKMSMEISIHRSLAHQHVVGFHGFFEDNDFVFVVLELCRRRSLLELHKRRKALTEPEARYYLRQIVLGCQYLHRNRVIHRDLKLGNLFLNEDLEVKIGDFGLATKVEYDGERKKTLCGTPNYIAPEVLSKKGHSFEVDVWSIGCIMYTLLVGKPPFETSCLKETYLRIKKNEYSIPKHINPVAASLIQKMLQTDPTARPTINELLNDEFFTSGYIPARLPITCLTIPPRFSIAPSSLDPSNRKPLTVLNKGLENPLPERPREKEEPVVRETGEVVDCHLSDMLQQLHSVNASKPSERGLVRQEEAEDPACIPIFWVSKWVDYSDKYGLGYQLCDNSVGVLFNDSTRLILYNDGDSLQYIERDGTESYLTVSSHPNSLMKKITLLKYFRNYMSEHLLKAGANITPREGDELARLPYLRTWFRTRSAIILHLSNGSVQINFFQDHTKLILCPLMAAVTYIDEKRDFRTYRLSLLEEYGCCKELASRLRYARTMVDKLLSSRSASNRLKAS
# IL2 activator – activators of IL-2 | IL-2 activation reporter assay, cell-based qHTS; stimulated with anti-CD3/CD4/CD28 beads; in transgenic mouse T cells | activation, % (series mostly up to about 46 µM) | 360,000 tested, 0.065% active; in the data active = activation above about 50%; inconclusive = mostly about 30% to 49%; note: 0% is about no effect
#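 First, unstimulated transgenic mouse T cells were exposed to compound for 60 min. Next, anti-CD3/anti-CD4-coated beads with anti-CD28 were added. Finally, after 18 h at 37 degrees C, EGFP and DsRed were imaged.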
# * marks the source's active call; other numbers are inactive results; u = inconclusive; x = no result given; [ ] = dose if it differs, or a comment. Unless noted, calls come from the whole dose curve; as a rule, active = well fitted curve in the direction sought with a large enough effect; inconclusive = small, poorly fitted or top-dose-only effect, or another doubt; inactive = no such curve, though single readings can be large; an effect the other way counts as inactive or inconclusive. An excerpt, so the mix of outcomes need not match the whole.
1. NC(=O)c1cc(Cl)cn(-c2ccccc2)c1=O
2. CCOc1ccc(C2C(C(=O)c3cccs3)=C(O)C(=O)N2CCCn2ccnc2)cc1 (stereo not given)
3. N#Cc1cc(Oc2ccc(Cl)cc2)c(N2CCOCC2)cc1C#N
4. O=C(NCCN1CCOCC1)c1ccc(CSCc2cccc(Cl)c2)o1
5. COc1ccc(-c2nsc3c(N4CCCC4)ncnc23)cc1
6. Cc1c(C(=O)O)[nH]c2c1C(=O)CC(c1ccc(Cl)cc1)C2 (stereo not given)
7. CC(=O)Nc1ccc(NC(=O)C(C)OC(=O)c2ccc(OCc3c(C)noc3C)cc2)cc1 (stereo not given)
8. NC(=O)C1CCN(c2oc(/C=C/c3ccccc3)nc2S(=O)(=O)c2ccccc2)CC1

Screen / compound no.,1,2,3,4,5,6,7,8
WRN inhibitor,-5.3%,1.9%,3.1%,-4.7%,4.4%,-4.7%,-2.1%,-2.3%
PI5P4K alpha inh,1.4,-6.7,-5.4,3.4,3.9,x,x,-3.6
CCT chaperon mod,-0.5,0.5,-15.6,1.2,-3.3,-2.9,-0.4,-2.1
EPAC2 agonist,4.4%,-1.2%,19.8%,2.8%,-7.3%,-1.5%,-1.5%,5.4%
EPAC1 antag,-12.1%,10.0%,u,6.0%,11.1%,2.2%,-4.2%,-8.3%
EPAC1 ag,-4.0%,-2.5%,-12.7%,0.2%,0.0%,-1.4%,-3.0%,4.1%
PLK1 PBD inh,-12.1%,-29.8%,-10.4%,-3.2%,-8.7%,-2.8%,29.9µM*,-18.1%
IL2 activator,2.1,3.6,-3.7,-0.7,-1.1,-0.4,0.9,-1.0

9. Cc1ccc(C)c(NC(=O)CSc2nnc(-c3ccccc3)n2N)c1
10. CCOc1ccccc1NC(=O)c1ccc(S(=O)(=O)N(C)c2ccccc2)cc1
11. COc1ccccc1C(=O)C1CCCN(Cc2cn[nH]c2C2CCCCC2)C1 (stereo not given)
12. CN1CCN(NC(=O)c2ccc(S(=O)(=O)N3CC4(C)CC3CC(C)(C)C4)cc2)CC1 (stereo not given)
13. Nc1nc2ccc(C(=O)Nc3ccccc3)cc2s1
14. COc1ccc(C(=O)N/N=c2\oc3ccccc3cc2C(=O)NCc2ccccc2)cc1
15. CCOc1ccc(Oc2cc(NC(=O)c3ccco3)cc([N+](=O)[O-])c2)cc1
16. COCCn1c(COc2cccc(OC)c2)nnc1SCC(=O)NC1CCCC1

Screen / compound no.,9,10,11,12,13,14,15,16
WRN inhibitor,0.4%[57.1 µM],-6.7%,-29.2%,-3.5%,-14.1%,8.7%,-6.6%,3.3%
PI5P4K alpha inh,1.9,-6.1,-2.7,1.7,5.2,5.3,-15.8,-7.4
CCT chaperon mod,-2.4,0.4,-1.5,0.8,0.6,1.0,-1.0,0.0
EPAC2 agonist,-6.2%,13.8%,4.3%,5.7%,-0.6%[15.6 µM],1.0%,5.3%,7.9%
EPAC1 antag,8.7%,19.5%,-3.6%,-2.0%,-11.7%,-3.8%,-23.0%,-7.1%
EPAC1 ag,9.8%,9.9%,0.3%,5.5%,-7.1%,-8.4%,-7.4%,3.5%
PLK1 PBD inh,-15.2%,3.1%,-21.5%,-3.8%,-20.7%,-0.3%,-5.6%,-5.5%
IL2 activator,2.8,-0.7,0.4,1.5,-0.4,0.6,-3.4,1.1

17. CCOc1ccc(CNC(=O)C2Cc3cc(S(=O)(=O)N4CCCC4)ccc3N2C(C)=O)cc1 (stereo not given)
18. COCCNC(=O)c1ccc2ccccc2n1
19. CCOc1ccc(S(=O)(=O)N2CCN(Cc3ccccc3)CC2)c2cccnc12
20. CCOCCCNC(=O)CCNS(=O)(=O)c1ccc(C)cc1
21. O=C(Nc1nc(-c2ccc(-c3ccccc3)cc2)cs1)C1=COCCO1
22. COc1cc(CCC(=O)N2CCN(c3ccc([N+](=O)[O-])cc3)CC2)cc(OC)c1OC
23. O=C(CN1CCN(C(=O)c2ccco2)CC1)Nc1ccc2c(c1)OCO2
24. COc1ccccc1Cn1c(C)c(C(=O)NCc2ccc(C#N)cc2)sc1=O

Screen / compound no.,17,18,19,20,21,22,23,24
WRN inhibitor,1.5%,-7.1%,-6.1%,-7.3%,-18.0%,8.7%,1.0%,4.9%[57.1 µM]
PI5P4K alpha inh,1.6,x,-2.7,x,-5.7,0.0,6.6,5.9
CCT chaperon mod,0.1,0.7,-1.9,0.5,-0.9,1.9,-0.6,2.0
EPAC2 agonist,1.0%,6.5%,9.2%,-2.5%,-6.3%,-4.7%,-1.1%,0.2%
EPAC1 antag,u,-3.6%,-23.6%,-0.6%,2.0%,18.7%,2.6%,-21.8%
EPAC1 ag,4.5%,1.6%,-0.2%,0.3%,-2.4%,-12.0%,4.4%,24.3%
PLK1 PBD inh,-5.1%,-0.5%,-3.3%,0.0%,-7.5%,0.3%,-3.0%,-2.6%
IL2 activator,-1.6,-0.7,0.4,-1.2,-0.3,-0.7,-1.2,-0.1

25. O=C(c1ccc(Br)cc1)N1CCN(c2ncccn2)CC1
26. CCOc1ccc(-c2cnc3n2CCCCC3)cc1
27. Cc1ccc(N=Cc2ccc(N(C)C)cc2)cc1C
28. Cc1onc(-c2ccccc2Cl)c1C(=O)NC1CCCCCC1
29. NC(=S)N/N=C/c1ccc(-c2cc(Cl)c(Cl)cc2Cl)o1
30. O=S(=O)([N-]c1nc2ccccc2nc1-[n+]1ccccc1)c1ccc(Cl)cc1
31. Cc1ccc(NC(=O)CSCC(=O)NCc2ccco2)cc1
32. CCN(CC)CCNC(=O)CSc1c2c(nc3cc(Cl)ccc13)CCCC2

Screen / compound no.,25,26,27,28,29,30,31,32
WRN inhibitor,3.0%,-1.1%,-1.4%,7.8%,-3.6%,3.0%,6.0%,-5.2%
PI5P4K alpha inh,1.6,-2.6,-5.2,-9.6,-8.6,9.4,1.6,-3.1
CCT chaperon mod,-2.2,0.6,0.6,-0.9,1.8,0.7,2.1,1.5
EPAC2 agonist,4.8%,6.2%,-4.8%,11.2%,-4.2%,8.0%,3.7%,7.0%
EPAC1 antag,1.2%,12.5%,-1.1%,-3.2%,-24.1%,6.1%,-5.7%,-13.2%
EPAC1 ag,2.7%,2.2%,-2.6%,-6.2%,-2.8%,1.6%,15.0%,12.0%
PLK1 PBD inh,-1.6%,4.0%,-7.6%,-2.1%,-28.8%,-8.2%,-4.8%,-10.4%
IL2 activator,0.5,0.6,-0.2,-0.7,-0.7,-0.3,0.0,-2.0

33. O=C(NCCCO)C12CC3CC(CC(C3)C1)C2
34. COCCCNC(=O)C[C@@H]1C[C@@]2(C(=O)OC)CC(C)(C)CC=C2N(Cc2ccccc2)C1=O
35. O=C(NC1CCCCC1)N(CCN1CCCC1)Cc1cc2cc3c(cc2[nH]c1=O)OCCO3
36. O=C(CSCc1ccc(Br)cc1)N=Nc1c(O)[nH]c2ccccc12
37. C=CCNC(=S)NNc1nc(N2CCCC2)nc(N2CCCC2)n1
38. Oc1[nH]c2ccccc2c1C=Nc1ccc2c(c1)OCO2
39. COc1ccccc1NC(=O)C1=C(C)NC(=O)NC1c1ccccc1F (stereo not given)
40. O=C1c2ccccc2C(O)(Cc2ccccc2)N1c1ccc2c(c1)OCO2 (stereo not given)

Screen / compound no.,33,34,35,36,37,38,39,40
WRN inhibitor,-7.4%[57.1 µM],8.7%,1.2%,-10.0%,6.3%,-5.8%,2.1%,-12.0%
PI5P4K alpha inh,x,0.2,7.9,-7.0,1.1,x,-7.3,x
CCT chaperon mod,-4.3,x,1.5,-0.1,-53.9*,-0.7,-1.6,-1.8
EPAC2 agonist,14.0%,8.0%,-3.9%,6.0%,12.4%,-1.7%,12.8%,16.4%
EPAC1 antag,5.0%,-13.8%,0.0%,-9.9%,7.0%,2.0%,3.5%,-3.3%
EPAC1 ag,-4.1%,16.3%,2.6%,7.8%,-4.1%,3.9%,-13.8%,12.6%
PLK1 PBD inh,0.1%,-10.2%,-2.4%,-10.6%,-15.1%,-5.4%,5.1%,-8.8%
IL2 activator,-2.3,-0.5,-0.5,0.0,-0.4,-2.0,-2.0,-0.7

# Single records (already shown). Order of screens: WRN inhibitor, PI5P4K alpha inh, CCT chaperon mod, EPAC2 agonist, EPAC1 antag, EPAC1 ag, PLK1 PBD inh, IL2 activator
# CCOc1ccc(-c2cnc3n2CCCCC3)cc1 is entered as -1.1%, -2.6, 0.6, 6.2%, 12.5%, 2.2%, 4.0%, 0.6
# COc1ccccc1C(=O)C1CCCN(Cc2cn[nH]c2C2CCCCC2)C1 (stereo not given) is entered as -29.2%, -2.7, -1.5, 4.3%, -3.6%, 0.3%, -21.5%, 0.4
# O=C(NCCCO)C12CC3CC(CC(C3)C1)C2 is entered as -7.4%[57.1 µM], x, -4.3, 14.0%, 5.0%, -4.1%, 0.1%, -2.3
# CCOc1ccc(S(=O)(=O)N2CCN(Cc3ccccc3)CC2)c2cccnc12 is entered as -6.1%, -2.7, -1.9, 9.2%, -23.6%, -0.2%, -3.3%, 0.4
# O=S(=O)([N-]c1nc2ccccc2nc1-[n+]1ccccc1)c1ccc(Cl)cc1 is entered as 3.0%, 9.4, 0.7, 8.0%, 6.1%, 1.6%, -8.2%, -0.3

# Continued:
41. O=C(OCC(=O)N1CCOCC1)c1ccc2ccccc2c1O
42. CCN(c1ccc(OCC(=O)OCC(=O)Nc2ccc(F)c(F)c2F)cc1)S(=O)(=O)c1ccccc1
43. O=C(c1ccccc1)N1CN2CN(C(=O)c3ccccc3)CC([N+](=O)[O-])(C2)C1
44. Cc1c(CCC(=O)O)c(=O)oc2c(C)c(OCc3cc4c(cc3Cl)OCO4)ccc12

Screen / compound no.,41,42,43,44
WRN inhibitor,-9.3%,-4.7%,-11.1%,u
PI5P4K alpha inh,-10.9,1.3,6.2,-13.5
CCT chaperon mod,-4.2,0.8,-2.2,0.7
EPAC2 agonist,4.2%,5.1%,-3.3%,4.9%
EPAC1 antag,3.1%,u,5.3%,-20.5%
EPAC1 ag,0.9%,5.5%,5.3%,26.2%
PLK1 PBD inh,5.9%,-9.6%,0.6%,u
IL2 activator,-1.7,-1.9,1.7,-0.1

# 3 structures already listed, sorted by SMILES length, ascending.
38. Oc1[nH]c2ccccc2c1C=Nc1ccc2c(c1)OCO2
23. O=C(CN1CCN(C(=O)c2ccco2)CC1)Nc1ccc2c(c1)OCO2
35. O=C(NC1CCCCC1)N(CCN1CCCC1)Cc1cc2cc3c(cc2[nH]c1=O)OCCO3

Screen / compound no.,38,23,35
WRN inhibitor,-5.8%,1.0%,1.2%
PI5P4K alpha inh,x,6.6,7.9
CCT chaperon mod,-0.7,-0.6,1.5
EPAC2 agonist,-1.7%,-1.1%,-3.9%
EPAC1 antag,2.0%,2.6%,0.0%
EPAC1 ag,3.9%,4.4%,2.6%
PLK1 PBD inh,-5.4%,-3.0%,-2.4%
IL2 activator,-2.0,-1.2,-0.5
